Assay outcomes from PubChem BioAssay.
CSN inh – blocks human CSN-mediated cullin deneddylation; Q92905; Purified CSN, SCF-Nedd8-OG deneddylation, fluorescence polarization; inhibition, % at 12.5 µM; 360,000 compounds, 0.38% hits;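 active means pattern-corrected inhibition above about 35%, with an unprinted fluorescence ratio check between 0.5 and 1.5, limit read from the data, passing the limit was not always enough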;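 further: 0% = enzyme with substrate and 100% = substrate without enzyme; some results filed as inactive read as strong as hits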
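Material: purified human Csn5 enzyme expressed in HEK293T cells / Medium: Tris buffer pH 7.5, NaCl, DTT, Tween-20, trehalose, ovalbumin / Compound dosing: 12.5 µM single point / Schedule: 90 min incubation of compound, enzyme and substrate at room temperature / Signal: fluorescence polarization of the substrate / Control set: no-enzyme wells high, enzyme-with-substrate wells low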
MT1-MMP act inh – MT1-MMP (human) activation inhibition. P50281. HT1080 RFP-PRO-GFP cells, GFP/RFP ratio fluorescence, overnight; percent of plate control window, DMSO zero. GFP/RFP ratio change, % at 20 µM. 360,000 compounds, 0.061% hits. AID 651647;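 active means GFP/RFP ratio change of at least 30% with cell ATP level not reduced by more than half and red fluorescence within 50% of control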; further: strong numbers were not always called active
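Assay system: HT1080 RFP-PRO-GFP cells | Dosing: 20 µM single dose, 1% DMSO | Incubation: Cells overnight before dosing, compound overnight, 37 °C, 5% CO2 | Evaluation: GFP/RFP fluorescence ratio | Control set: DMSO-only wells and HT1080 RFP-L50D-GFP cell wells as references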
MsrA act – activates bovine MsrA enzyme; AID 602163; activation, % at 10.6 µM; 360,000 compounds, 0.3% hits; purified bovine MsrA, absorbance read-out; in the data active means activation above about 7.5%;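 further: 0% = vehicle and 100% = reference activator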
Rin1 Abl inh – blocks binding of human Rin1 to Abl | P00519+Q13671 | TR-FRET Rin1/Abl binding, biochemical | inhibition, % at 7.35 µM | 360,000 compounds, 0.4% hits; in the data active means inhibition above about 5%, passing the limit was not always enough
MLLE-PAM2 inh – blocks PAM2 peptide binding to the PABP1 MLLE domain | P11940 | 360,000 compounds, 0.36% hits | GST-MLLE / FITC-PAM2 fluorescence polarization | inhibition, % at 20 µM; in the data active means inhibition above about 35%, passing the limit was not always enough;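 further: plate controls were DMSO wells with GST-MLLE for no effect and wells lacking GST-MLLE protein for full effect; some results filed as inactive read as strong as hits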
FAS TE block – FAS thioesterase (human) inhibition; recombinant FAS-TE, OMFH fluorogenic substrate, fluorescence endpoint; 360,000 compounds, 0.67% hits; P49327; inhibition, % at 15 µM;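 active means compounds whose normalised, plate-corrected inhibition of enzyme fluorescence in the single-dose primary screen is 50% or more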;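 further: 0% = DMSO with enzyme and 100% = substrate without enzyme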
E coli Lon inh – inhibits E. coli Lon protease; 360,000 compounds, 0.42% hits; AID 602123; inhibition, % at 7.94 µM; P0A9M0; purified E. coli Lon protease, fluorescence polarization; in the data active means inhibition above about 13%, passing the limit was not always enough;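 further: 0% = enzyme with probe and DMSO and 100% = no enzyme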
Target sequence (P0A9M0 whole entry, looked up): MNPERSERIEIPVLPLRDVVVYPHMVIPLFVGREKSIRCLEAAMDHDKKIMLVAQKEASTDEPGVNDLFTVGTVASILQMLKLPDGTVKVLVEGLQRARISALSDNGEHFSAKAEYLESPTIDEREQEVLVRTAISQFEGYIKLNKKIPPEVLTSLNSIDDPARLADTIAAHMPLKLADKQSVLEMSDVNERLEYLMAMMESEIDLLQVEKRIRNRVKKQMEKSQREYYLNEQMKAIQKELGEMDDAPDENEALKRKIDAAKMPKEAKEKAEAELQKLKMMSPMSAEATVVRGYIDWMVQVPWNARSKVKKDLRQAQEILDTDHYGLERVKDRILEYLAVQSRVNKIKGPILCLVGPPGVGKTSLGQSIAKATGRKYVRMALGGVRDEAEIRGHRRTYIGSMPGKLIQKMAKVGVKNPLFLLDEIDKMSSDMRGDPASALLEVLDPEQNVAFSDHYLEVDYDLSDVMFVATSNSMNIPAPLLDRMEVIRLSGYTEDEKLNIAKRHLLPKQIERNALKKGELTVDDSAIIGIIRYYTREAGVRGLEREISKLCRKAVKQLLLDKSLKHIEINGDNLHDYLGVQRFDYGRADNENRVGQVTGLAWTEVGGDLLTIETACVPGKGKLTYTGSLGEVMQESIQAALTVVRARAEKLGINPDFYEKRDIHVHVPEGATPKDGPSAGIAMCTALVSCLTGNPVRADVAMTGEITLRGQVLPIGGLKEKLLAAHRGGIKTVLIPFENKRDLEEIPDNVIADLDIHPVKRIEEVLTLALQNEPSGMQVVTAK
Rpn11 block – Rpn11 (human) deubiquitinase inhibition. human 26S proteasome, Ub4-pepOG fluorescence polarization; 20S core pre-blocked with epoxomicin. calls only at 20 µM. 360,000 compounds, 0.59% hits;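 active means inhibition at 20 µM, scaled to each plate's controls, above about 33%, limit read from the data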
Target sequence (O00487 whole entry, looked up): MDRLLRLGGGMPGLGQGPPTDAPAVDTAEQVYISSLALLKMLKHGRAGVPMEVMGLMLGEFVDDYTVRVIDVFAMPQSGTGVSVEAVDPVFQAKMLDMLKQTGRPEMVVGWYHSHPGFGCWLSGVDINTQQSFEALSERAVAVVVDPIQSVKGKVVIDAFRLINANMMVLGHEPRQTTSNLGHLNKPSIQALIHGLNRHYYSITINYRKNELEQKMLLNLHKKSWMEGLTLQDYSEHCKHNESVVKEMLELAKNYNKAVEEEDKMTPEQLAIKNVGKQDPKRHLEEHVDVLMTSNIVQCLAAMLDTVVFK
MsrA inh – bovine MsrA inhibition; purified bovine MsrA, absorbance read-out; inhibition, % at 15.5 µM; 360,000 compounds, 0.75% hits; AID 651718; in the data active means inhibition above about 4.5%;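 further: 0% = vehicle wells with enzyme and 100% = reference inhibitor wells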
* hit, by the source's call; i = inactive; . = no result given; & = joins results of further samples.

SMILES	CSN inh	MT1-MMP act inh	MsrA act	Rin1 Abl inh	MLLE-PAM2 inh	FAS TE block	E coli Lon inh	Rpn11 block	MsrA inh
O=C(Nc1ccncc1)Nc1ccc(F)c(Cl)c1	-5	-2	-11	1	5	-3	0	i	-0.9
COc1ccc(/C=N/N(Cc2ccccc2)c2ccccc2)cc1O	8	-4	-3	1	-6	30	0	i	1.2
COc1ccccc1/C=C/C=N/NC(=O)CN1CCN(Cc2ccccc2)CC1	-8	0	-3	-3	6	0	-6	i	2.2
O=C(OCC(=O)N1CCCC1=O)c1nc(Cl)c(Cl)c(Cl)c1Cl	9	-1	-3	-2	-29	6	-6	i	-0.3
O=C(/C=C/c1ccccc1Cl)N(Cc1ccccc1)C1CCS(=O)(=O)C1 (stereo not given)	-6	-1	0	2	-3	6	-7	i	0.3
C/C(=N\NC(=O)CSc1ncccn1)c1ccc2c(c1)OCCO2	2	5	0	3	-10	-4	-1	i	.
COc1ccc2[nH]c(C)c(C(=O)CN3CCN(C(=O)c4ccco4)CC3)c2c1	2	6	-2	0	6	-3	9	i	3.2
CC(=O)Nc1ccc(NC(=O)c2ccccc2N(C)S(=O)(=O)c2ccc(C)cc2)cc1	-1	-1	-10	-1	8	-1	2	i	-0.7
O=C(N/N=C/c1ccc(-n2ccnc2)cc1)c1cccs1	0	0	-5	-6	-14	-2	-9	i	3.9
Cn1nc(C(=O)N2CCCC2)c2ccccc2c1=O	0	1	-1	-2	4	-5	0	i	0.1
Cn1ccc2c(N3CCCCC3)cc3c(c21)C1CCC3C1 (stereo not given)	1	5	-4	5	16	17	-5	i	-1.1
O=c1c2ccccc2nc(SCc2cccc(F)c2)n1Cc1ccco1	0	0	-1	4	0	32	-4	i	0.5
CCCN(CC1CC1)C(=S)NC(=O)c1cc(Br)ccc1Cl	1	-3	-14	5	40	-2	6	i	-0.5
C/C(Cc1ccccc1)=N\NC(=O)CNC(=O)c1ccc(C(C)(C)C)cc1	-2	4	-6	1	-3	0	-9	i	1.0
CCOC(=O)C1=NN(c2cccc(Cl)c2)C2=NC(C)=C(C(=O)OC)C(c3cccs3)N12 (stereo not given)	2	0	2	1	4	22	-5	i	2.1
CCC(=O)N=c1sc2c(OC)ccc(OC)c2n1C	3	-3	-1	-2	9	-1	-4	i	0.5
COc1cccc(C(=O)/C=C/Nc2ccc(S(=O)(=O)Nc3ncccn3)cc2)c1	-16	0	-6	-1	-12	-7	3	i	1.1
Cc1ccc(O)c(CCc2ccccc2)n1	-3	3	-4	1	8	-3	10	i	1.1
Cc1c(C(=O)C(=O)NCCC2=CCCCC2)c2ccccc2n1C	-14	8	-9	-1	-2	5	-4	i	2.7
O=S(=O)(NCc1ccccc1)c1cccs1	-3	0	-5	3	0	-6	-11	i	0.1
OCCN1CCN(c2ncnc3c2ncn3[C@H]2CN(Cc3ccco3)C[C@@H](CO)O2)CC1	4	-2	-7	5	-2	-12	-1	i	-0.4
CCSc1nc(C)nc2c1oc1ccccc12	-2	9	-1	1	-4	6	10	i	1.6
COC(=O)[C@@]1(Cc2ccc(OC)cc2)[C@H]2c3cc(C(=O)N(C)C)[nH]c3C[C@H]2CN1C(=O)c1ccccc1	-3	0	0	0	5	-6	-16	i	0.5
CN1CCN(c2ccc(-c3ccnn3C(=O)Nc3cccc(C(F)(F)F)c3)cc2)CC1	9	2	-6	2	5	-1	-7	i	0.7
CCOc1cc(CNc2cccc3[nH]c(C)nc23)ccc1OC	-1	8	-3	-2	3	-5	8	i	-0.3

3 records drawn at random from the list so far, as already listed:
SMILES	CSN inh	MT1-MMP act inh	MsrA act	Rin1 Abl inh	MLLE-PAM2 inh	FAS TE block	E coli Lon inh	Rpn11 block	MsrA inh
O=S(=O)(NCc1ccccc1)c1cccs1	-3	0	-5	3	0	-6	-11	i	0.1
CC(=O)Nc1ccc(NC(=O)c2ccccc2N(C)S(=O)(=O)c2ccc(C)cc2)cc1	-1	-1	-10	-1	8	-1	2	i	-0.7
CCOc1cc(CNc2cccc3[nH]c(C)nc23)ccc1OC	-1	8	-3	-2	3	-5	8	i	-0.3

Additional results
SMILES	CSN inh	MT1-MMP act inh	MsrA act	Rin1 Abl inh	MLLE-PAM2 inh	FAS TE block	E coli Lon inh	Rpn11 block	MsrA inh
COc1cc(C=NNC(=O)c2cccnc2)ccc1OC(=O)c1ccccc1F	4	-1	-4	0	0	-3	0	i	1.8
COc1cc(Cc2cc(N)nc(N)n2)cc(OC)c1OC	2	-1	0	0	3	-2	-4	i	0.2
CC(C)C[C@H]1CN(CCCC[C@H]2CNC(=O)C(=O)N2CCc2ccccc2)C(=O)C(=O)N1CCC1CCCCC1	1	3	-1	.	.	5	-3	.	0.4
CCN(CC)c1ccc(NC(=O)CSc2nc3ccccc3c(=O)n2-c2cc(S(=O)(=O)N(C)C)ccc2C)cc1	-13	-8	-7	2	-26	49	-1	i	1.5
CCN(CC(=O)Nc1c(F)cccc1F)C(=O)CCNC(=O)c1ccc([N+](=O)[O-])cc1	-2	1	-3	-2	11	12	-9	i	1.3
COc1ccc(C(=O)N(CCCO)Cc2cc3c(C)ccc(C)c3[nH]c2=O)cc1OC	-1	4	-3	-3	-7	-10	-8	i	0.6
O=C(COc1c(Cl)cccc1Cl)Nc1ccccc1N1CCCC1	1	-1	-5	4	4	23	-9	i	-0.9
CCCCC(=O)N/N=C/c1sccc1C	1	2	-2	0	-4	-10	-14	i	1.8
Cc1csc(NC(=O)c2cc(-c3ccco3)nc3ccccc23)n1	46*	-8	-5	1	-16	-2	-6	i	-0.1
COc1ccc(C2=NOC(C(=O)NCc3cccs3)C2)cc1 (stereo not given)	-1	8	-2	-3	4	-1	-8	i	1.5
O=C(Nc1ccc2c(c1)OCO2)c1ccc(N2CCCC2)c([N+](=O)[O-])c1	-6	9	-7	1	3	9	-5	i	0.5
Cc1ccc(NS(=O)(=O)c2ccc3c(c2)CCC(=O)N3)cc1	0&-2	5&2	-3&-5	1&1	-10&6	-5&-4	-3&0	i	0.3&0.1
Fc1ccc(Nc2nc(N3CCOCC3)nc(N3CCOCC3)n2)cc1	-1	-7	-3	2	-2	0	-4	i	-1.1
COc1ccc(Cl)cc1-c1n[nH]c(=S)n1C1CCCCC1	5	-2	-4	0	12	2	-5	i	1.1
O=C(O)CCC(=O)N1N=C(c2c(-c3ccccc3)c3cc(Cl)ccc3[nH]c2=O)CC1c1cccs1 (stereo not given)	4	-11	-2	-4	-4	-9	1	i	2.3
CC(C)NC(=S)Nc1ccc2cn[nH]c2c1	-2	-3	-2	-5	-14	-9	-5	i	-0.7
COc1ccc(NC(=O)c2cc(SC)ccc2Cl)cc1	7	-1	-1	3	11	5	8	i	0.5
O=C(c1cc(-c2ccccc2)on1)N1CCN(Cc2ccc3c(c2)OCO3)CC1	-4	-5	-8	-4	3	-2	-10	i	-0.8
CCOC(=O)/C=c1\s/c(=C\c2ccc(C#N)cc2)c(=O)n1CC(=O)Nc1cccc(C)c1C	9	-2	-3	-2	-36	-12	6	i	.
COc1cccc(C(O)c2nc(-c3ccccc3OC)cs2)c1 (stereo not given)	1	2	1	0	2	6	-2	i	2.8
CC(C)(C)C(=O)NCCN1CCN(C(=O)C(C)(C)C)CC1	8	-8	2	0	-2	3	5	i	-1.2
CCOC(=O)CSc1ccc(C(=O)NCCCN2CCOCC2)cc1[N+](=O)[O-]	0	3	-7	4	-2	-6	4	i	1.8
CCCCC(=O)NC(c1ccccc1Cl)c1ccc2cccnc2c1O (stereo not given)	-3	0	-4	0	-1	-5	4	i	-0.2
Nc1nc2ccccc2n1Cc1ccc(Cl)c(Cl)c1	0	-2	-2	1	-3	-8	3	i	0.4
CCOCCCNC(=O)c1c[nH]c2cc(OC)ccc2c1=O	-2	4	-3	-3	-16	-2	-4	i	-0.5

Rewritten in markdown: part of the list above.
| Compound | CSN inh | MT1-MMP act inh | MsrA act | Rin1 Abl inh | MLLE-PAM2 inh | FAS TE block | E coli Lon inh | Rpn11 block | MsrA inh |
| --- | --- | --- | --- | --- | --- | --- | --- | --- | --- |
| COc1ccc(C(=O)N(CCCO)Cc2cc3c(C)ccc(C)c3[nH]c2=O)cc1OC | -1 | 4 | -3 | -3 | -7 | -10 | -8 | i | 0.6 |
| O=C(COc1c(Cl)cccc1Cl)Nc1ccccc1N1CCCC1 | 1 | -1 | -5 | 4 | 4 | 23 | -9 | i | -0.9 |
| CCCCC(=O)N/N=C/c1sccc1C | 1 | 2 | -2 | 0 | -4 | -10 | -14 | i | 1.8 |

Other records:
SMILES	CSN inh	MT1-MMP act inh	MsrA act	Rin1 Abl inh	MLLE-PAM2 inh	FAS TE block	E coli Lon inh	Rpn11 block	MsrA inh
CCc1cc(=O)oc2c(C)c(O[C@@H]3O[C@H](CO)[C@@H](O)[C@H](O)[C@H]3O)ccc12	0	-18	-1	0	11	-1	-6	i	1.3
CN(C)/C=C1\SC(=S)N(N2C(=O)C3C4C=CC(C4)C3C2=O)C1=O (stereo not given)	3	-1	-5	-1	-4	-5	-3	i	1.7
O=C(CSc1nnc(-c2ccc(F)cc2)c2ccccc12)Nc1ccccc1Cl	-1	-1	-10	-4	29	8	22	i	-0.1
CC1(C)CC(=O)C/C(=N/NC(=O)c2ccc(-c3ccccc3)cc2)C1	14	-1	-2	0	-19	-4	-36	i	0.2
COc1ccc(Nc2oc(COc3ccc(C)cc3)nc2C#N)cc1	-3	2	-2	0	7	25	-1	i	-1.1
COc1ccc(-c2c(C)n([O-])c3c([n+]2=O)CCCC3)cc1	2	0	-2	-5	6	-11	-6	i	1.6
CCOc1cc(/C=N/NC(=O)CCn2nc(C)cc2C)ccc1O	2	3	-5	-3	2	-6	-6	i	0.8
CCC(CC)C(=O)Nc1cc(NC(=O)C(CC)CC)cc(C(=O)O)c1	-2	-2	0	0	-4	-9	6	i	-1.2
O=C(CSC(=S)N1CCCCC1)c1ccccc1	-6	-1	-14	-2	-1	2	-5	i	-2.1
COC(=O)c1ccccc1OCC(=O)N1CCN(c2ccc(Cl)cc2)CC1	0	-2	-12	4	0	2	-10	i	-0.3
O=C(CCCC(=O)N(CC(=O)NC1CCCC1)Cc1ccc2c(c1)OCO2)Nc1ccccn1	2	1	1	0	3	-3	1	i	-0.5
COC(=O)c1sccc1NC(=O)/C=C/C(=O)O	2	2	-9	-2	7	-11	0	i	-0.3

Single records, as listed above:
Record of Fc1ccc(Nc2nc(N3CCOCC3)nc(N3CCOCC3)n2)cc1 → CSN inh = -1; MT1-MMP act inh = -7; MsrA act = -3; Rin1 Abl inh = 2; MLLE-PAM2 inh = -2; FAS TE block = 0; E coli Lon inh = -4; Rpn11 block = i; MsrA inh = -1.1
Record of O=C(c1cc(-c2ccccc2)on1)N1CCN(Cc2ccc3c(c2)OCO3)CC1 → CSN inh = -4; MT1-MMP act inh = -5; MsrA act = -8; Rin1 Abl inh = -4; MLLE-PAM2 inh = 3; FAS TE block = -2; E coli Lon inh = -10; Rpn11 block = i; MsrA inh = -0.8
Record of O=C(Nc1ccncc1)Nc1ccc(F)c(Cl)c1 → CSN inh = -5; MT1-MMP act inh = -2; MsrA act = -11; Rin1 Abl inh = 1; MLLE-PAM2 inh = 5; FAS TE block = -3; E coli Lon inh = 0; Rpn11 block = i; MsrA inh = -0.9
